High-throughput results (PubChem)
Pol beta inh = inhibitors of human DNA polymerase beta; P06746; Pol beta primer extension/strand displacement, fluorescence kinetic; Potency, µM (highest dose often 114 µM), for inactives: top-dose activity change, negative = inhibition, most hits filed as inhibitors; 340,000 tested, 1.3% active; AID 485314; also: potency is read from the fitted curve at half-maximal effect; % is scaled to controls: 0 for no effect and ±100 for the full control effect
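Homogeneous kinetic assay of primer extension and strand displacement by 10 nM Pol beta, preincubated 15 min at room temperature with compound before 50 nM substrate (final) was added. Read at 0 and 10 min; four-parameter Hill fit.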
ALOX12 inh = ALOX12 (human) lipoxygenase inhibition | P18054 | AID 1671190 | 580,000 tested, 1.1% active | purified 12hLO, xylenol orange hydroperoxide absorbance | Potency, µM (doses to about 108 µM), for inactives: at the highest dose activity change, negative = inhibition, most hits filed as inhibitors; also: potency is read from the fitted curve at half-maximal effect; % is scaled to controls: 0 for no effect and ±100 for the full control effect
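Hydroperoxide product was detected by ferrous iron/xylenol orange as the 573 to 405 nm absorbance ratio. Arachidonic acid at 40 uM (final) was turned over for 30 min at room temperature by 150 nM human 12hLO, pH 7.0 Hepes buffer, after 15 min compound preincubation.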
TRHR ag = TRH receptor (human) agonism | P34981 | TRHR cells, calcium flux fluo-8, FDSS agonist mode | activation, % at 2 µM | 360,000 tested, 0.18% active; in the data active = activation above about 30%; also: 0% is about no effect
Target sequence (P34981 whole entry, looked up): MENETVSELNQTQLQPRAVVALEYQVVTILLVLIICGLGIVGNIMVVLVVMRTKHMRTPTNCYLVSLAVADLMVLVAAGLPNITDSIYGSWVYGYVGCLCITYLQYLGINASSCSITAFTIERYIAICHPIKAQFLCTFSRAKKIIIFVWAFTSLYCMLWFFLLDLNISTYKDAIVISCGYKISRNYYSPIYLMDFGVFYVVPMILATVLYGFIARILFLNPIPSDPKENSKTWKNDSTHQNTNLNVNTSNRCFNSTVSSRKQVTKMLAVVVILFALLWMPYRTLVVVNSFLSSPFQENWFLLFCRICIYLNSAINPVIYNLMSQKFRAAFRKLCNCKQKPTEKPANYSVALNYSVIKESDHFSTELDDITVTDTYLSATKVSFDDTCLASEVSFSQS
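TRHR-expressing cells loaded with fluo-8 calcium dye; 23 nL library compound pin-transferred, kinetic FDSS fluorescence (Ex 480/Em 530) recorded about 180 s for agonist-induced calcium release, before a 10 nM TRH EC20 addition for potentiator mode.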
Apoferritin bind = candidate novel general anesthetic via apoferritin binding; apoferritin/1-aminoanthracene competitive binding, fluorescence; Potency, µM (highest dose often 77.5 µM), for the others: at the highest dose activity change, negative = displacement, most hits filed as inhibitors; 350,000 tested, 0.074% active; AID 485281; also: potency is read from the fitted curve at half-maximal effect; % is scaled to controls: 0 for no effect and ±100 for the full control effect; nearly all actives have a fitted effect of over 20% in size
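Horse-spleen apoferritin (10 uM) was mixed with 50% saturated 1-aminoanthracene in PBS, exposed to compounds for 10 min at room temperature, and read for fluorescence (ex 380 nm, em 535 nm). Competitive displacement was fitted with a four-parameter Hill equation.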
ERG Ets-DNA blk = blocks human ERG Ets domain binding to DNA; fluorescence polarization, His-ERG Ets domain / labelled DNA; 370,000 tested, 0.028% active; Potency, µM (series often up to 76.9 µM), inactives show at the highest dose FP activity, negative = inhibition, actives largely listed as inhibitors; P11308; active = well fitted inhibition curve with a large enough effect in the polarisation, with a control signal flat; inconclusive = small, poorly fitted or top-dose-only effect, or effect the other way, or a change in a side signal; inactive = no such curve, though single readings can be large or run the other way; the % refers to the polarisation;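 also: polarization taken with two DNA probes labelled with fluorescein and Texas red; potency is read from the fitted curve at half-maximal effect; % of control where 0% means no effect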
Target sequence (P11308 whole entry, looked up, the tested form may be a part): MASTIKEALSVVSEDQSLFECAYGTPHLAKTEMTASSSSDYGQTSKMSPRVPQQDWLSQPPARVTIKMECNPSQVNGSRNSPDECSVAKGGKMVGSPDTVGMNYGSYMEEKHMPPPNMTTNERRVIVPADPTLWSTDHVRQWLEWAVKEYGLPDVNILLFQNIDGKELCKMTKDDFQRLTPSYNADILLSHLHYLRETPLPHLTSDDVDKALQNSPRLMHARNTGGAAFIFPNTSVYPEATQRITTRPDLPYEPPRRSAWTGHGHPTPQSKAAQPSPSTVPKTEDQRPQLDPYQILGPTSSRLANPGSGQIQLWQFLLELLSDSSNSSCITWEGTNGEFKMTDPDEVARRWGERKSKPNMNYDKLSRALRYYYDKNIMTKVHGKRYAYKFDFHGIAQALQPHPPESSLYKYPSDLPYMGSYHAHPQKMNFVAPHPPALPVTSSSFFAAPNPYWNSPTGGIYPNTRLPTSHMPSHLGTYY
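His-tagged ERG Ets domain (1 uM in the protein solution; 300mM KCl, 50mM Tris-HCl, 1mM EDTA, 1mM DTT, pH 7.5) received compound, then a probe mix of 5 nM fluorescein-DNA and 100nM Texas-615-DNA. Fluorescence polarization was read for both dyes.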
BLM helicase inh = inhibitors of human Bloom syndrome helicase BLM; AID 2528; Potency, µM (top dose mostly 56.1 µM), for inactives: at the highest dose activity change, negative = inhibition, most hits filed as inhibitors; recombinant BLM DNA unwinding, fluorescence dequenching; P54132; 350,000 tested, 0.2% active;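 also: potency is read from the fitted curve at half-maximal effect; plate controls were vehicle for no effect and no enzyme for full effect; nearly all actives have a fitted effect of over 35% in size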
APEX1 inh = inhibitors of human APE1 endonuclease. P27695. recombinant APE1, TAMRA/BHQ-2 abasic DNA cleavage fluorescence. Potency, µM (highest dose often 65.8 µM), inactives show at the highest dose activity change, negative = inhibition, hits mostly inhibitors. 350,000 tested, 0.35% active. AID 2517;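 also: potency is read from the fitted curve at half-maximal effect; plate controls were vehicle for no effect and reference inhibitor for full effect; nearly all actives have a fitted effect of over 55% in size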
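Compound pre-exposure to 0.75 nM APE1, 15 min at ambient temperature. Reaction initiated with 50 nM TAMRA/BHQ-2 THF substrate, read immediately in kinetic mode, 525 nm excitation, 598 nm emission.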
Pol kappa inh = blocks human DNA polymerase kappa activity; Q9UBT6; 400,000 tested, 0.53% active; purified Pol kappa, fluorescent DNA synthesis assay, 10 min; Potency, µM (doses to about 107 µM), for the others: top-dose activity, negative = inhibition, actives largely listed as inhibitors; also: potency is read from the fitted curve at half-maximal effect; % is scaled to controls: 0 for no effect and ±100 for the full control effect
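Kinetic fluorescence screen: compound preincubated 15 min RT with 10 nM enzyme; 50 nM substrate (final) initiates; reads at 0/10 min.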
POLI inh = DNA polymerase iota (human) inhibition | Pol iota fluorescent replication assay, 10 min | Potency, µM (series often up to 115 µM), for inactives: top-dose activity, negative = inhibition, actives largely listed as inhibitors | 390,000 tested, 1% active | AID 588590; also: potency is read from the fitted curve at half-maximal effect
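Fluorescent replication assay read twice, at 0 min and 10 min after adding 50 nM (final) substrate. Enzyme (10 nM) and compounds were first incubated 15 min at room temperature; enzyme-free buffer wells were negative controls.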
Active calls of the source: *; u = inconclusive; x = no result given; [ ] = remark or other dose. Unless noted, calls follow the shape of the dose curve; as a rule, active = well fitted curve in the direction sought with a large enough effect; inconclusive = small, poorly fitted or top-dose-only effect, or another doubt; inactive = no such curve, though single readings can be large; an effect the other way counts as inactive or inconclusive. An excerpt (hit frequency here may not be typical).

#	Pol beta inh	ALOX12 inh	TRHR ag	Apoferritin bind	ERG Ets-DNA blk	BLM helicase inh	APEX1 inh	Pol kappa inh	POLI inh	smiles
1	-6.5%	u	0.2	-10.9%	9.9%	0.0%	-3.7%	-10.5%	u	Cc1cc(O)c(/C=N/Nc2ccc(Cl)cc2)c(=O)o1
2	6.6%	u	0.1	51.2%[activator]	8.4%	-6.4%	x	-15.4%[60.1 µM]	-10.0%	CCc1nc(SCc2cc(=O)c3cc(F)ccc3[nH]2)n[nH]1
3	0.7%	-17.1%	0.1	-1.1%	5.6%	-1.2%	-13.8%	-7.1%	45.3%[activator]	O=C(c1ccc2nccnc2c1)N1CCCC(N2CCN(c3ccc(F)cc3)CC2)C1 (stereo not drawn)
4	-4.9%	5.3%	0.8	-8.3%	8.9%	-2.0%	0.6%	-3.0%	22.7%	CCCOC(=O)c1ccc(NC(=O)c2cc(=O)[nH]c3ccccc23)cc1
5	x	-10.8%	x	x	x	-0.6%	-5.4%	0.9%[60.1 µM]	x	c1ccc(CNc2ncnc3ccc(-c4cccnc4)cc23)cc1
6	-14.5%	u	-0.3	-7.0%	1.5%	2.4%	-7.0%	-4.4%	27.8%	Cc1[nH]c2ccccc2c1C(c1ccccn1)c1c(C)[nH]c2ccccc12
7	16.2%	14.0%	0.2	-8.6%	x	-5.5%	-2.8%	-17.2%	40.1%[activator]	Cc1ccc(N)c2c1OCCC2=O
8	29.2%	-3.0%	-0.9	-3.4%	0.8%	-0.5%	-1.3%	-7.4%	29.8%	COc1cccc(CNC(=O)c2c(C)nn(-c3ccccc3)c2C)c1
9	6.9%	-2.1%	0.6	-12.8%	-16.8%	-1.0%	-1.1%	-1.3%	-9.2%	CC(C)COCC1CC2(CC(C)C(=O)CC2=O)C(=O)O1 (stereo not drawn)
10	-1.6%	-5.2%	-0.1	5.62µM*	-2.1%	-1.5%	-3.0%	-13.5%	59.6%[activator]	Cc1cc(C)cc(CC2CC(=O)N(c3nc(C)cc(C)n3)C2=O)c1 (stereo not drawn)

Compound profiles (already shown).
`c1ccc(CNc2ncnc3ccc(-c4cccnc4)cc23)cc1` is listed as Pol beta inh = x; ALOX12 inh = -10.8%; TRHR ag = x; Apoferritin bind = x; ERG Ets-DNA blk = x; BLM helicase inh = -0.6%; APEX1 inh = -5.4%; Pol kappa inh = 0.9%[60.1 µM]; POLI inh = x
`Cc1[nH]c2ccccc2c1C(c1ccccn1)c1c(C)[nH]c2ccccc12` is listed as Pol beta inh = -14.5%; ALOX12 inh = u; TRHR ag = -0.3; Apoferritin bind = -7.0%; ERG Ets-DNA blk = 1.5%; BLM helicase inh = 2.4%; APEX1 inh = -7.0%; Pol kappa inh = -4.4%; POLI inh = 27.8%

Carrying on.
#	Pol beta inh	ALOX12 inh	TRHR ag	Apoferritin bind	ERG Ets-DNA blk	BLM helicase inh	APEX1 inh	Pol kappa inh	POLI inh	smiles
11	x	-56.0%	x	x	-10.1%	x	-21.7%	-0.3%	16.9%	COC(=O)c1ccc(CNC(=O)COC(=O)/C=C/c2cc(OC)c(OC)c(OC)c2)cc1
12	10.6%	u	-0.3	10.4%	1.8%	-8.7%	x	-8.4%	2.3%	Cc1cc2c(n1-c1ccc(C(=O)NCc3cccc(Br)c3)cc1)CCC(C)C2 (stereo not drawn)
13	4.1%	0.0%	0.3	-8.1%	-1.5%	0.4%	1.1%	-3.4%	3.2%	C/C(NCCCn1ccnc1)=C(\C#N)C(N)=O
14	5.2%	-12.6%	-1.9	3.3%	7.6%	-3.5%	x	-13.7%[60.1 µM]	55.9%[activator]	COc1ccc(-c2nc(CNC(=O)NC3CCCCC3)c(C)o2)cc1
15	u	-7.8%	1.3	1.2%	28.7%	-11.1%	45.9%[activator]	-24.8%	u	Cc1ccc(NC(=O)CC(=O)Nc2ccc(C)c(C)c2)cc1C
16	-13.5%	u	0.5	337.8%[activator]	-15.1%	-1.4%	-0.4%	-3.7%	7.0%	CC(C)(C)OC(=O)NCC(=O)Oc1cc2oc(=O)cc(-c3ccccc3)c2cc1Cl
17	1.5%	-3.2%	1.0	3.8%	-3.9%	37.9%[activator]	2.8%	-5.8%	-25.1%	CCN(CC)CC(O)COc1ccc2c(c1)c(C(C)=O)c(C)n2-c1ccccc1 (stereo not drawn)
18	40.7%	2.6%	1.2	-7.0%	12.7%	-6.3%	20.9%	3.7%	21.6%	O=C(CNC(=O)c1ccco1)NCC(=O)OCc1c(F)cccc1Cl
19	1.8%	x	-0.5	-14.3%	3.5%	-8.8%	0.6%	-15.9%	34.2%[activator]	COc1cc(NCCCCCCCN)c2ncccc2c1
20	25.6%	-0.7%	0.2	-1.2%	-2.6%	3.7%	12.9%	4.9%	60.2%[activator]	O=C(O)CCC(=O)NNC(=O)COc1ccc(Cl)cc1Cl
21	15.0%	5.3%	-0.4	-11.6%	-6.7%	-1.9%	14.3%	-11.3%	-7.8%	COc1ccc(NC2=C(C(C)=O)C(c3ccc4c(c3)OCO4)C(C(C)=O)C(C)(O)C2)cc1 (stereo not drawn)
22	-2.6%	1.2%	-0.3	48.1%[activator]	0.7%	-6.1%	x	-30.3%	u	Cc1ccc(C)c(N(C)C(=O)c2cc3c(s2)-c2ccccc2OC3)c1
23	x	0.0%	-0.2	x	1.6%	x	-12.6%	17.1%	10.7%	CC(OC(=O)C1CSC2(C)CCC(=O)N12)C(=O)Nc1ccc(F)cc1 (stereo not drawn)
24	23.2%	-4.5%	0.7	3.4%	12.8%	0.6%	2.1%	-5.0%	-22.6%	N#Cc1ccc(C(=O)Nn2cnnc2)cc1
25	39.1%	-12.9%	0.3	0.3%	5.1%	1.4%	-4.4%	-8.1%	7.8%	O=C(CNC(=O)c1ccc(-c2ccccc2)cc1)OCc1c(Cl)cccc1Cl

An excerpt from above in order of the Pol beta inh value, highest first.
| item | SMILES | Pol beta inh | ALOX12 inh | TRHR ag | Apoferritin bind | ERG Ets-DNA blk | BLM helicase inh | APEX1 inh | Pol kappa inh | POLI inh |
| --- | --- | --- | --- | --- | --- | --- | --- | --- | --- | --- |
| 25 | O=C(CNC(=O)c1ccc(-c2ccccc2)cc1)OCc1c(Cl)cccc1Cl | 39.1% | -12.9% | 0.3 | 0.3% | 5.1% | 1.4% | -4.4% | -8.1% | 7.8% |
| 24 | N#Cc1ccc(C(=O)Nn2cnnc2)cc1 | 23.2% | -4.5% | 0.7 | 3.4% | 12.8% | 0.6% | 2.1% | -5.0% | -22.6% |
| 22 | Cc1ccc(C)c(N(C)C(=O)c2cc3c(s2)-c2ccccc2OC3)c1 | -2.6% | 1.2% | -0.3 | 48.1%[activator] | 0.7% | -6.1% | x | -30.3% | u |
